Screens: PubChem, Broad Institute
S100A4 MyoIIA – inhibitors of S100A4-myosin IIA peptide binding, primary screen, biochemical, fluorescence polarization, TAMRA-MyoIIA peptide; Protein S100-A4 (Homo sapiens), P26447; inhibition, % at 10.7 µM; hit rate 0.14% among 360,000; AID 652163, 2013;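 active = mean inhibition of at least 70% across replicates, with every replicate also reaching that level; inconclusive = mean inhibition reaches 70% but some replicates fall short; inactive = mean inhibition below 70%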
Target sequence (P26447 whole entry, looked up): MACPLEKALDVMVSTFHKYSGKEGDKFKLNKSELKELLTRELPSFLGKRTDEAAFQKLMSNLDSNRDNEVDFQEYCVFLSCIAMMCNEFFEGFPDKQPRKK
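Test system: S100A4 monomer protein; Medium: HEPES pH 7.2 with CaCl2, KCl, NaCl, DTT, Triton; Probe or stimulus: TAMRA-labelled myosin IIA heavy-chain peptide probe, 5 nM; Doses: one dose per compound; Times: polarization read 5 min after assay mix addition, stable 5–60 min; Benchmarks: neutral control DMSO, positive control TFP.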
LGR2 antag – inhibitors of bursicon-induced LGR2 CRE-luciferase signal, primary screen, cell-based, HEK293, CRE-luciferase reporter, bursicon stimulation; bursicon-stimulated, 4 h; inhibition, % at 9.99 µM; hit rate 0.35% among 380,000;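 active = drop in luminescence signal, shown as inhibition above about 50% in the replicate tests, limit read from the data, passing the limit was not always enough; inconclusive = probably only some replicates passing the limit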;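 also: agonist challenge used bursicon conditioned medium at about half maximal strength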
PglD DTNB – C. jejuni PglD acetyltransferase inhibitors, primary screen, biochemical, DTNB colorimetric, single point; hit rate 0.098% among 360,000; AID 602405, 2012; purified PglD enzyme, DTNB colorimetric CoA detection; UDP-N-acetylbacillosamine N-acetyltransferase PglD (Campylobacter jejuni); inhibition, % at 12.5 µM; in the data active = inhibition above about 16%, passing the limit was not always enough; inconclusive = no clear call, values can overlap the other calls; also: strong numbers were not always called active
FN deposition inh – inhibitors of fibronectin matrix deposition, primary screen, AH1F cells, Alexa488-fibronectin fluorescence, plate reader; AH1F fibroblasts, overnight; inhibition, % at 12.6 µM; hit rate 0.086% among 350,000; AID 743247, 2014;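 active = mean inhibition across replicates of 30% or more, regardless of how many single replicates reach that level; inconclusive = mean under 30% yet at least half of replicates reach 30%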;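 also: positive control wells lacked labelled fibronectin entirely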
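Material – AH1F fibroblast monolayer, labelled fibronectin deposition · Reagent – labelled fibronectin 24 nM · Timing – 1 h adhesion, overnight exposure · Measured by – fluorescence at 485 nm excitation, 525 nm emission · Read-out – inhibition of fibronectin deposition signal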
EWS-Fli block – EWS/Fli-driven NR0B1 reporter inhibitors, primary screen, A673 cells, NR0B1 luciferase, luminescence, MLPCN library. viability-normalised. inhibition, % at 12.6 µM. hit rate 0.67% among 350,000. AID 651661, 2012;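 active = mean inhibition of at least 50% after viability correction, with every replicate also passing that limit; inconclusive = mean reaches 50% but only one of two replicates passes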;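 also: firefly luciferase signal divided by Alamar Blue viability fluorescence both relative to DMSO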
PAX8 reporter – inhibitors of PAX8-driven TPO luciferase reporter, primary screen, RMG-I cells, single concentration. AID 652154, 2013. hit rate 1.2% among 360,000. SteadyGlo, 24 h. inhibition, % at 12.6 µM;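 active = mean replicate inhibition at least 60% with every replicate also reaching 60%; inconclusive = only one of the two criteria is met; inactive = mean below 60% and not all replicates reaching 60%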;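 also: luciferase light reporting Pax8 driven TPO promoter activity; plate controls were median of neutral control wells for no effect and mitoxantrone controls for full effect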
PGC1a acetyl inh – inhibitors of PGC1a acetylation signal, primary screen, cell-based, U2OS, AlphaScreen, inhibitor mode. AlphaScreen anti-acetyl-lysine; with virally co-expressed GCN5 acetyltransferase. inhibition, % at 15.6 µM. hit rate 0.17% among 350,000. AID 651687, 2012;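 active = every replicate shows inhibition of at least 40%; inconclusive = mean inhibition at least 40% but some replicate below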;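 also: 0% = neutral control wells and 100% = positive control wells; some results beyond the cut were filed as inactive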
ERAP1 HTS inh – human ERAP1 aminopeptidase inhibitors, primary screen, biochemical, single point, plate reader; inhibition, % at 10.7 µM; recombinant ERAP1, Leu-AMC fluorescence, 60 min; Endoplasmic reticulum aminopeptidase 1 (Homo sapiens), Q9NZ08; AID 652197, 2013; hit rate 0.15% among 340,000;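 active = mean replicate inhibition of at least 30%, or all replicates individually reaching that 30% level; inactive = mean below 30% and not every replicate reaching it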;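 also: 0% = neutral control wells and 100% = L-leucinethiol positive control wells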
Target sequence (Q9NZ08 whole entry, looked up): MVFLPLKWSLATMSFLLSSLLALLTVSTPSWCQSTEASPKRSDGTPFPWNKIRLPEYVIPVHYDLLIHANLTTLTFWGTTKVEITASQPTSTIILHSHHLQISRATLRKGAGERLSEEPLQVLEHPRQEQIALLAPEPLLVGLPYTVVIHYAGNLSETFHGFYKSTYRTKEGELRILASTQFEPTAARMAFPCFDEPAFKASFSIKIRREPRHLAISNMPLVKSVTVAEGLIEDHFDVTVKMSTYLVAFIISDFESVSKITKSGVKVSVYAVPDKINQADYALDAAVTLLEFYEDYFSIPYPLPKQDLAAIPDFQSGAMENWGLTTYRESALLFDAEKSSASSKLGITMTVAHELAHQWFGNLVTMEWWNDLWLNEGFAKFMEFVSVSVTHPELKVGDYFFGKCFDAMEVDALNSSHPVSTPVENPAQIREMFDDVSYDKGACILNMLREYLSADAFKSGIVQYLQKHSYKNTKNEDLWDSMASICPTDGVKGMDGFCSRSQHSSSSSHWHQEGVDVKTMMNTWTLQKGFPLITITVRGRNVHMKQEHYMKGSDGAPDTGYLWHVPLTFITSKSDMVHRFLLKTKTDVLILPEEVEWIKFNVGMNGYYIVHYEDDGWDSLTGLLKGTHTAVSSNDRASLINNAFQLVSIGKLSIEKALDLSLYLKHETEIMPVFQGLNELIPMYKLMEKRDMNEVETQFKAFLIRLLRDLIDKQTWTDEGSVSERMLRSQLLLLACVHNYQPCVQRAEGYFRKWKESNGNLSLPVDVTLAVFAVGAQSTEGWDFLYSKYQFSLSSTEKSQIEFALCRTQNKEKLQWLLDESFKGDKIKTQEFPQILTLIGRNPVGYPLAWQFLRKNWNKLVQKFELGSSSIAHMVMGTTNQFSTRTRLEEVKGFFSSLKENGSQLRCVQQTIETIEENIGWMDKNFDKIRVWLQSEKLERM
* hit, by the source's call; ? = inconclusive; . = not tested or not shown; & = joins results of further samples.

SMILES,FN deposition inh,EWS-Fli block,PAX8 reporter,PglD DTNB,S100A4 MyoIIA,PGC1a acetyl inh,ERAP1 HTS inh,LGR2 antag
CC(C)C[C@@H](CN1CCC[C@@H]1CN1C(=S)NC[C@@H]1Cc1ccc(O)cc1)N1C[C@H](Cc2ccc(O)cc2)N(CC2CCCCC2)C1=S,1,25,9,9,-3,-21,-3,11
CC(/C=N/Nc1ccc2nncn2n1)=C\c1ccccc1,2,-9,-19,.,-4,.,1,.
COc1ccc(CNC(=O)CS(=O)CC(=O)O)cc1OC (stereo unspecified),.,4,-19,4,-5,10,-3,1
O=C(COc1ccc(NC(=O)c2ccccc2)cc1)c1ccccc1,.,.,-9,0,0,.,2,3
Cc1ccn2c(=O)nc(SCC(=O)NCc3ccccc3)nc2c1,-14,-2,8,-2,1,8,0,0
COc1ccc(N(CC(=O)NCCSC2CCCCC2)S(=O)(=O)c2ccccc2)c(OC)c1,-8,7,16,0,-5,.,1,12
O=C(CSc1ccccn1)N/N=C/c1cccc([N+](=O)[O-])c1,7,5,-25,4,0,2,1,-2
Cc1ccc(C)c(NC(=S)NCCc2ccc(S(N)(=O)=O)cc2)c1,0,.,1,-1,10,7,5,6
CC(C)=NNc1nc2sc3c(c2c(=O)[nH]1)CC(C)(C)OC3,-2,.,-29,.,.,-1,.,3
O=c1cc2c(=O)oc3cc(O)c(O)oc3c2c(O)c1O,-2,-7,-6,-3,-4,-2,14,-3
Cc1ccc(/C=C/C(=O)N2CCCC(C)C2)cc1 (stereo unspecified),-2,1,-95,-3,-7,-16,-9,6
CC1CCN(CC(C)CNC(=O)c2cc(-c3ccccn3)nc3ccccc23)CC1 (stereo unspecified),.,-12,.,7,-3,-2,2,8
O=C(CSc1nnc(CNC(=O)c2ccc(F)cc2)o1)NCc1ccc2c(c1)OCO2,-6,-4,-3,-7,3,0,2,4
C[C@H](CO)N1C[C@H](C)[C@@H](CN(C)Cc2ccc(Cl)c(Cl)c2)Oc2c(NC(=O)Nc3cccc4ccccc34)cccc2C1=O,.,-3,16,.,22,-6,-1,30
CCOc1ccc(CCNC(=O)COC(=O)c2ccccc2O)cc1OCC,.,-2,-3,5,-1,3,-1,5
CCc1cccc(NC(=O)Nc2ccc3c(c2)OCO3)c1,-5,.,-18,-6,.,-2,.,-29
COc1cnc(-c2ccccn2)nc1Sc1cccc(Cl)c1,-2,.,-18,-3,.,10,.,.
COc1ccc(N(CC(=O)N2CCc3ccccc32)S(=O)(=O)c2c(C)nn(C)c2C)cc1,2,0,18,3,3,-7,0,-2
COc1ccc(/C=C/CN2CCN(Cc3ccc(C)cc3)C(CCO)C2)cc1 (stereo unspecified),2,-9,3,.,33,3,-4,-12
CC1CCCN(S(=O)(=O)c2ccc3[nH]c(=O)cc(C(=O)NCCCN4CCCCCC4)c3c2)C1 (stereo unspecified),-17,4,-4,-5,-6,-4,1,6
CC1=NN(c2ccccc2)C(=O)/C1=C/C=C/c1ccc(N(C)C)cc1,-12,-27,0,.,6,.,10,.
C[C@@H]1CN([C@H](C)CO)C(=O)CCCn2cc(nn2)CO[C@H]1CN(C)C(=O)NC1CCCCC1,0,-9&6&0,0&5&56,2&4,9&1,-7&6&-8,-3&3,2&21
CCOC(=O)c1nnn2c1nc(N1CCCCC1)c1ccccc12,-3,-1,23,.,0,9,.,-2
O=C(Cc1ccc(Cl)cc1)Nc1ccncc1,0,15,7,0,2,7,4,22
CCN(CC(=O)NCc1ccc(F)cc1)CC(=O)Nc1ccccc1-c1ccccc1,-4,7,2,4,2,-6,-4,7

SMILES,FN deposition inh,EWS-Fli block,PAX8 reporter,PglD DTNB,S100A4 MyoIIA,PGC1a acetyl inh,ERAP1 HTS inh,LGR2 antag
Cn1c(=O)[nH]c2c(c(C(=O)O)nn2C)c1=O,-6,11,0,-2,13,1,-3,-9
O=C(C[C@@H]1CC[C@H]2[C@@H](COC[C@@H](O)CN2CC2CCOCC2)O1)N1CCOCC1,5,2,-18,2,-1,-6,0,-3
COc1ccc(CN2C(=O)CSCC2(C)C(=O)NCc2ccccc2)cc1 (stereo unspecified),-5,0,-24,.,3,.,.,2
COc1ccccc1CNC(=O)C(=O)NCC1OCCN1C(=O)c1cccs1 (stereo unspecified),1,-6,-12,1,-4,5,-2,-5
COc1ccccc1-c1ccc2c(c1)O[C@@H](CN(C)S(=O)(=O)c1ccc(C)cc1)[C@@H](C)CN([C@@H](C)CO)S2(=O)=O,.,4,31,1,-8,-14,-6,-23
O=C1N/C(=N\c2ccccn2)SC1Cc1ccc(Cl)cc1 (stereo unspecified),11,8,-8,0,5,14,0,9
COc1ccc(/C(O)=C2/C(=O)C(=O)N(CCN(C)C)C2c2cccnc2)cc1C (stereo unspecified),-16,-5,1,.,-1,0,1,1
CC(C)(C)[C@@H]1C=C(C(=O)O)O[C@H](OCCCCO)C1,-3,-6,-21,-2,4,-4,-3,6
Cn1c(=O)c2c(nc(NCc3ccccc3)n2CC(N)=O)n(C)c1=O,6,11,9,.,-12,1,1,-9
COc1ccccc1OCCC(=O)Nc1cccc(S(=O)(=O)N2CCOCC2)c1,-3,3,7,-5,-1,-10,1,3
CCCNC(=O)N1CC2(C1)[C@H](c1ccccc1)[C@@H](CO)N2Cc1ccc(Cl)cc1,-17,0,.,.,-1,-14,-4,-18
Cc1ccccc1OCCSc1nc2ccccc2n1CCC(=O)O,0,5,15,5,-1,3,-2,.
CCN(CC)C(=O)c1sc2nc(-c3ccccn3)[nH]c(=O)c2c1C,1,4,-24,6,3,4,12,-20
Cn1c(NCCOc2ccccc2)nc2cc(-c3ccc(F)cc3)sc2c1=O,10,-6,10,1,-27,.,2,-11
Cc1cc(C)c(NC(=O)CS)c(Cl)c1,.,0,4,-2,-3,-5,2,14
COCC(=O)NC[C@H]1N[C@H](CO)[C@@H]1c1ccc(-c2ccccc2)cc1,6,.,.,.,7,.,0,10
COc1ccc(NC(=O)N(C)C[C@@H]2OCCCC[C@@H](C)Oc3ccc(NC(=O)Nc4ccc(C(F)(F)F)cc4)cc3C(=O)N([C@@H](C)CO)C[C@@H]2C)cc1,.,.,58,.,-2,-11,-1,9
OCC[C@H]1C[C@H](O)[C@@H](O)[C@]2(CCCO2)O1,-2,-6,-1,6,3,-2,3,-8
CCC(Oc1ccccc1)C(=O)Nc1nnc(S(=O)(=O)Nc2ccccc2)s1 (stereo unspecified),4,-4,1,-2,0,3,-1,-17
Cc1ccccc1NC(=O)Nc1nc(C(N)C2CCCCC2)cs1 (stereo unspecified),7,-6,6,5,-12,.,-9,14
O=C(COC(=O)/C=C/c1cccc(C(F)(F)F)c1)NCc1ccccc1,-7,3,6,.,3,.,2,.
Cc1cc(-c2ccc(/C=N/n3cnnc3)o2)c(C)c([N+](=O)[O-])c1,8,-19,-2,1,1,5,-13,-8
Cc1[nH]c(C)c2c(=O)n(Cc3ccccc3Cl)ncc12,3,-10,5,5,-16,10,.,-3
COc1cc(/C=N/NC(=O)Cc2ccccc2)ccc1Oc1ccc([N+](=O)[O-])cc1[N+](=O)[O-],3,-3,-1,.,0,.,-4,1
Cc1ccc(C(=O)NCCCNC(=O)c2ccco2)cc1C,4,5,1,4,-5,23,2,-3

SMILES,FN deposition inh,EWS-Fli block,PAX8 reporter,PglD DTNB,S100A4 MyoIIA,PGC1a acetyl inh,ERAP1 HTS inh,LGR2 antag
CC(=O)c1ccc(NC(=O)C(C)Sc2nnc(C3CCCCC3)o2)cc1 (stereo unspecified),3,-75,-35,.,1,.,1,-8
O=C(Cc1c(F)cccc1Cl)NCc1cccnc1,7,14,-17,1,-2,16,2,7
O=C(NCCc1ccccc1)c1cccc(S(=O)(=O)N2CCCCC2)c1,.,-18,-21,-1,1,0,0,-11
CC(C)C(=O)N1CCC1(C)C(=O)NCc1ccc(C(C)(C)C)cc1 (stereo unspecified),-3,-13,-8,-2,9,-16,0,8
CCOC(=O)Nc1ccc(N2CCOCC2)c(S(=O)(=O)N2CCOCC2)c1,7,.,4,-3,-4,-1,3,5
O=C(C1CC1)N1[C@@H](CO)[C@@H](c2ccccc2)C12CN(Cc1cncnc1)C2,.,2,-13,.,-8,3,-1,20
C[C@@H]1CN([C@H](C)CO)C(=O)c2cc(NC(=O)CCCCCC(=O)Nc3ccccc3N)ccc2O[C@@H](C)CCCCO[C@@H]1CN(C)S(=O)(=O)c1ccc(Cl)cc1,-4,18,18,-9,14,16,2,-11
O=C(O)c1cccc(NC(=S)NC(=O)c2cccc(OCc3ccccc3)c2)c1,8,-13,-116,7,-3,-1,-15,-55
CCOc1ccc(C(C)=O)cc1N1C(=O)C2C3C=CC(C3=C(C)C)C2C1=O (stereo unspecified),.,4,.,.,-1,?,1,-20
CCOC(=O)c1c(SC)n(-c2ccccc2)c(=S)n(-c2ccccc2)c1=O,4,19,4,-1,-4,7,-1,2
O=C(NCC(F)(F)F)[C@@H]1[C@@H](CO)[C@@H]2Cn3c(cccc3=O)[C@@H]2N1C(=O)c1ccccc1F,.,13,.,1,11,.,0,2
CCOC(=O)c1ccccc1OCc1cc(/C=N/n2cnnc2)ccc1OC,3,.,-10,2,.,-2,.,.
CCCN1[C@@H]2Cn3c(ccc(-c4ccncc4)c3=O)[C@H]1[C@@H](C(=O)N1CCCCC1)[C@@H]2CO,.,2,-6,3,6,.,1,-24
CN(C)C(=O)COc1ccc(Oc2ccccc2)cc1,-1,-10,-12,.,-1,.,-6,.
NC(=O)Cc1ccc(OCc2nn[nH]n2)cc1,2,-4,-13,-2,-3,.,-5,-12
CCOC(=O)C1CCN(C(=O)C2CCCN(c3ncnc4c3nc3n4CCCCC3)C2)CC1 (stereo unspecified),-7,12,9,7,-15,10,0,-9
CCCCn1c(SCC(=O)NC2CC2)nnc1-c1ccncc1,0,-1,-13,.,0,1,2,3
O=C(Nc1cccc(S(=O)(=O)N2CCCCC2)c1)C1CCCN1S(=O)(=O)c1ccccc1F (stereo unspecified),-6,4,12,-4,-1,-11,1,17
Cc1ccc(CCNC(=O)c2cc(S(=O)(=O)N3CCCC3)cn2C)cc1,12,-19,-9,2,-1,3,3,-4
CN(CC(=O)NC1CCCCC1)S(=O)(=O)c1cccc2nsnc12,-4,.,-16,-7,.,-5,.,.
COC(=O)C1=C(C)N(C)C(=NCC2CC2)NC1c1cccc(Cl)c1 (stereo unspecified),-9,-2,11,.,2,.,-2,-7

This is a random part of the collection; about 2.1% have a hit in one of these screens.
